# Cl transport mod = KCC2 cotransporter modulators, thallium flux, primary screen, cell-based, HEK293 KCC2, FluoZin-2 fluorescence, MLSMR. B-score of Tl+ flux slope (higher = more flux/activation; lower = inhibition) at 10 µM. 190,000 tested, 2.2% active. Solute carrier family 12 member 5 (Homo sapiens), Q9H2X9. KCC2 cells, thallium flux FluoZin-2 fluorescence;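 active = thallium flux slope and its plate-corrected score both differing from the plate sample mean at a set confidence after two filtering rounds, in either direction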;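 note: slope of fluorescence scaled to starting intensity during 10 to 20 s after thallium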
# KLK5 inh = human KLK5 protease inhibitors, primary screen, biochemical, 1536-well; recombinant hK5, fluorogenic AMC substrate cleavage; inhibition, % at 5 µM; 210,000 tested, 0.59% active;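 active = inhibition of 40% or more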;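 note: 0% = enzyme controls without compound and 100% = no-enzyme blanks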
# Furin inhibitor = human furin inhibitors, primary screen, biochemical, fluorescence intensity; 220,000 tested, 0.061% active; P09958; inhibition, % at 30 µM; AID 463115, 2010; purified furin, fluorogenic substrate cleavage; in the data active = inhibition above about 25%; note: inactives centre near -15
# PERK inh = block of dimerizer-induced PERK translation repression, primary screen, PERK inhibitor project, CHO PERK-DD cells, SEAP luminescence, HTS; inhibition, % at 5.6 µM; CHO PERK-DD fusion, SEAP luminescence translation reporter; 220,000 tested, 0.17% active; Eukaryotic translation initiation factor 2-alpha kinase 3 (Homo sapiens), Q9NZJ5;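 active = inhibition above the mean inhibition of all tested compounds plus 3 SD, set separately per screening campaign, cut at about 2.9% in these data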;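 note: PERK kinase domain activated by AP20187 dimerizer at 100 nM; 0% = DMSO with dimerizer and 100% = rapamycin at 8.4 µM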
# Target sequence (Q9NZJ5 whole entry, looked up, the tested form may be a part): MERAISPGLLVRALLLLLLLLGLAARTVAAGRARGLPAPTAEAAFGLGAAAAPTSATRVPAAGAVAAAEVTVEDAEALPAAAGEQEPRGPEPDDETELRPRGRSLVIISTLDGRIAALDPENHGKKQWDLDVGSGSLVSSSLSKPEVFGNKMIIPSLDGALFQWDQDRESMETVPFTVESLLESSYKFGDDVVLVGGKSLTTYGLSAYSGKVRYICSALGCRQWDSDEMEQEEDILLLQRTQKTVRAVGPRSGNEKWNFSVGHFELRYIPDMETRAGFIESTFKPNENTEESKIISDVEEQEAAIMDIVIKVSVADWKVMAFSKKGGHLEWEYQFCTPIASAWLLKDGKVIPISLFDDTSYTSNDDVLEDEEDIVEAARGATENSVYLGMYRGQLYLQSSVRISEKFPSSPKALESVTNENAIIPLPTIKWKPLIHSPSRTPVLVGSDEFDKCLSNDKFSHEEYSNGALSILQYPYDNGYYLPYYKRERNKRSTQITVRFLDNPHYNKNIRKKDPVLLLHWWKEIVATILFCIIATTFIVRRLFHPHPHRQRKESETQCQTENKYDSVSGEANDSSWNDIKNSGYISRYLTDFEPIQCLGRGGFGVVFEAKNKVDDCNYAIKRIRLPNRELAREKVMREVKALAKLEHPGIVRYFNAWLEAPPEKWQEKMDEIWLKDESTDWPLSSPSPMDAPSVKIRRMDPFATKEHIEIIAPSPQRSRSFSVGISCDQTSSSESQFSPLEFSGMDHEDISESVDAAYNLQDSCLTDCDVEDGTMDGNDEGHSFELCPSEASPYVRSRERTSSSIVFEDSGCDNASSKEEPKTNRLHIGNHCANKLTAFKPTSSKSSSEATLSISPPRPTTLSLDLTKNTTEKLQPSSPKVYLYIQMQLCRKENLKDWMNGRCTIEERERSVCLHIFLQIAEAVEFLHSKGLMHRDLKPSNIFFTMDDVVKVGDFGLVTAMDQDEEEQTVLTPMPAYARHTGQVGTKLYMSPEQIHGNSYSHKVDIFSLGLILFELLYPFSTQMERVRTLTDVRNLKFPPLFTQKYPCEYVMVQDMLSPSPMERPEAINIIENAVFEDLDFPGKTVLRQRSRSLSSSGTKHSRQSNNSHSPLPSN
# FXIIa inh = human FXIIa protease inhibitors, primary screen, biochemical, 1536-well | inhibition, % at 5 µM | 220,000 tested, 0.3% active | purified FXIIa, Boc-QGR-AMC fluorogenic substrate, 2 h | Coagulation factor XII (Homo sapiens), P00748; in the data active = inhibition above about 40%;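 note: 0% = enzyme with no compound and 100% = blank without enzyme; many of its hits are not listed in these tables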
# Wee1 degr inh = Wee1 degradation inhibitors, primary screen, cell-based, HeLa, Wee1K328M-luciferase, luminescence; Wee1-like protein kinase (Homo sapiens), P30291; HeLa Luc-Wee1K328M stability; 100% = proteasome inhibitor MG132 effect; reporter increase, % at 5 µM; 220,000 tested, 1.2% active;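 active = activation above the mean of all tested compounds plus 3 SD, set per screening run, cut at about 8.8% in these data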;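 note: cells exposed to compound for 20 h before luminescence read; 0% = DMSO alone and 100% = MG132 at 30 µM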
# p97 ATPase inh = inhibitors of human p97 ATPase, primary screen, biochemical. recombinant p97 ATPase, Kinase-Glo ATP luminescence, 3 h. inhibition, % at 8 µM. 220,000 tested, 0.42% active. AID 1481, 2009; in the data active = inhibition above about 15%;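 note: 0% = DMSO vehicle and 100% = wells lacking enzyme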
# FXIa inh 1536 = human FXIa protease inhibitors, primary screen, biochemical, 1536-well. purified FXIa, Boc-Glu-Ala-Arg-AMC fluorogenic substrate. 220,000 tested, 0.14% active. Coagulation factor XI (Homo sapiens), P03951. inhibition, % at 5 µM. AID 798, 2007;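 active = inhibition of at least 40%; inactive = inhibition below 40%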;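 note: fluorescence of freed AMC excited at 355 nm; 0% = enzyme without compound and 100% = no enzyme blank; many of its hits are not listed in these tables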
# thrombin 1536 = human alpha-thrombin inhibitors, primary screen, counter-screen for coagulation protease inhibitor project, biochemical, 1536-well, fluorogenic AMC substrate; Prothrombin (Homo sapiens), P00734; inhibition, % at 5 µM; 220,000 tested, 0.26% active; Boc-VPR-AMC fluorogenic substrate cleavage;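 active = inhibition at or above 40%; inactive = inhibition below 40%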;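 note: 0% = enzyme with no compound and 100% = wells without enzyme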
#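 signal = AMC fluorescence, 355/460 nm | material = human alpha-thrombin enzyme | control set = enzyme without compound as high, wells lacking enzyme as low | times = reaction at room temperature | read-out basis = percent inhibition scaled between no-compound controls and no-enzyme blanks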
# * hit, by the source's call; / = no result given; [ ] = dose if it differs, or a comment.
SMILES,Cl transport mod,KLK5 inh,Furin inhibitor,PERK inh,FXIIa inh,Wee1 degr inh,p97 ATPase inh,FXIa inh 1536,thrombin 1536
CCN(C(=O)c1cccc(Br)c1)c1ccccc1,-2.7,-21,-11,0.1,8,1,0,-3,-10
Cc1cnc(NC(=O)CSc2ccccc2)s1,0.39,-2,-9[20 µM],0.0,8,5,1,1,3
Cc1nc(N2CCC(C)CC2)c2c(C)c(C(=O)Nc3ccccc3C(F)(F)F)sc2n1,-0.96,-4,-3,-0.3,1,-1,1,-5,-4
Cc1ccc(NC(=O)CSc2nccn2Cc2ccccc2)cc1C,-3.1*,2,3[20 µM],1.1,20,1,-3,7,1
CCN1CCN(C(=O)c2ccccc2N(Cc2ccccc2)S(C)(=O)=O)CC1,0.68,-2,-14,0.6,4,-1,2,2,-9
Cc1ccc(S(=O)(=O)NC(CC(=O)N2CCOCC2)c2ccco2)cc1 (centres undefined),0.62,4,-34,-0.6,-14,-3,5,-8,-3
C=CCOc1ccc(/C=N/NC(=O)CN(c2cc(Cl)ccc2OC)S(=O)(=O)c2ccc(C)c([N+](=O)[O-])c2)cc1,0.73,6,-4,-0.4,17,-1,-1,10,11
Cc1nc(-c2ccc(C(=O)N3CCCC3)cc2)cs1,-0.041,-16,-20,1.3,2,-1,-3,-5,-3
CCCCOc1ccc(-c2ncc([N+](=O)[O-])cn2)cc1,1.3,3,-20,1.1,8,2,3,1,0
O=C(CN(C(=O)c1ccc(Cl)cc1Cl)N1C(=O)C2C3C=CC(C3)C2C1=O)c1ccc(F)cc1 (centres undefined),-0.036,/,-8[20 µM],-1.6,/,-1,-4,/,/
Cc1ccc(C)c(C(=O)Nc2cc(C)nn2-c2nc(C)cc(C)n2)c1,-0.99,-1,-17,1.1,4,-3,3,-4,-7
OCCN(Cc1nc(-c2ccc3c(c2)OCO3)no1)Cc1cccs1,/,/,-18,2.3,5,1,-3,0,2
CC(C)CC(=O)NC(=S)Nc1ccc(N2CCN(C(=O)c3cccs3)CC2)cc1,0.4,1,-4,-2.3,18,0,0,4,2
O=C(Nc1ccccc1Cl)C1C2CCC3C(CCC21)C3(Cl)Cl (centres undefined),1.6,-7,6,-0.1,11,0,-4,6,-1
CCOC(=O)N/N=C(C)/C=C/c1ccccc1,-0.13,-6,-15,0.4,14,1,0,7,-8
COc1cc(CNCc2cccs2)cc(Br)c1OC,-0.61,-8,-15[20 µM],-0.2,6,-2,1,-9,-4
c1ccc(-n2nnnc2SCc2cn3cccnc3n2)cc1,/,-23,-33,1.0,-13,2,0,-14,-2
Cc1ccc(-c2nc(CSCC(=O)NCCCN3CCOCC3)c(C)o2)cc1,0.82,1,-10,-0.1,15,0,1,2,4
Cn1ccnc1C1CCCCN1Cc1nc(Cc2cccc(C(F)(F)F)c2)no1 (centres undefined),/,5,-21,-0.4,8,1,0,-5,1
O=C(CSc1nccn1-c1ccccc1)c1ccc(Br)cc1,-0.61,7,-12[20 µM],-0.5,2,-2,-1,-3,-5
CC#CCCCC(=O)Nc1cc(OC)nc(OC)n1,-2.6,6,-12,0.3,2,1,2,1,5
O=C(Nc1ccc(S(=O)(=O)N2CCOCC2)cc1)c1ccc2c(c1)OCO2,-0.48,0,6,-0.7,0,-3,-4,-3,-8
O=C1Nc2c(Br)cc(Br)c3cccc1c23,-0.22,-10,-13,0.5,-8,-2,3,-4,-3
CCOc1ccc(CNC(=O)C2CCN(S(=O)(=O)N3CCCC3)CC2)cc1OC,/,0,-13,-0.2,8,0,4,-6,-8
O=C(/C=C/c1ccc([N+](=O)[O-])cc1)NCCN1C(=O)S/C(=C\c2ccc(F)cc2)C1=O,0.82,/,-11,1.3,2,2,6,0,-4
SMILES,Cl transport mod,KLK5 inh,Furin inhibitor,PERK inh,FXIIa inh,Wee1 degr inh,p97 ATPase inh,FXIa inh 1536,thrombin 1536
CCOC(=O)N1CCN(C(=O)c2ccc(CS(=O)(=O)c3ccc(OC)cc3)o2)CC1,0.47,21,-29,0.3,-4,1,3,-9,13
O=C(c1cc(F)ccc1F)C1CCCN(C(=O)CCc2cnccn2)C1 (centres undefined),-0.14,-1,-32,1.0,8,-2,3,-3,-4
CCn1ccnc1[C@@H]1C[C@H]2CN(Cc3cccc(Cl)c3)C(=O)[C@]23CCCN13,0.91,-1,-5,0.2,9,2,-7,9,-12
Cc1c(NC(=O)C(C)OC(=O)CNC(=O)c2ccccc2)c(=O)n(-c2ccccc2)n1C (centres undefined),1.2,-6,-11[20 µM],-0.4,6,-1,-4,-3,-2
CCn1c(C)nc2cc(C(=O)NNS(=O)(=O)c3cc(Br)ccc3Br)ccc21,-0.59,-5,6,1.7,9,0,6,4,-4
O=C(CSC1=NC(=O)C(Cc2ccccc2)C(=O)N1)NC1CCCCC1 (centres undefined),-0.52,-20,-26[20 µM],0.5,10,4,-1,-13,-2
CC(=O)c1cccc(NC(=O)N2CCCC2C(=O)NCCc2ccccc2)c1 (centres undefined),-0.97,-5,-13[20 µM],-0.8,6,3,-4,-2,-1
COc1cc(CNCCN(C)C)c(Br)cc1OCC(=O)NCc1ccccc1,0.034,-8,-9,0.4,13,0,4,8,-1
CN(CC1CCCO1)S(=O)(=O)c1ccc(C(=O)N2CCN(c3ccccc3)CC2)cc1 (centres undefined),0.26,-3,-20,-0.1,6,-2,-5,-5,-9
Cc1nn(C)c(C)c1S(=O)(=O)N(CC(=O)NCc1cccs1)c1ccc(C(C)C)cc1,-0.71,1,-6,0.5,11,-2,4,3,-4
CCOC(=O)c1cnc(SCC(=O)Nc2sc(C)c(C)c2C#N)nc1N,0.64,12,-16,0.8,13,5,1,2,-3
CN(NS(C)(=O)=O)c1ncc(C(F)(F)F)cc1Cl,0.24,-3,-28,1.0,5,2,4,-4,-6
COc1ccc(-c2cc(C(=O)Nc3cc(C)n(Cc4ccc(Cl)cc4)n3)no2)cc1OC,/,1,-22,0.2,-24,0,4,-10,-6
NC(=O)C1=C[C@H](c2ccccc2)C[C@H](OCc2ccc(CO)cc2)O1,0.041,-5,-15,1.1,0,6,-2,-4,-5
OCCNCc1cccc(Br)c1,-1.2,0,-23,1.7,10,8,2,0,-1
O=C1CN(C(=O)COC(=O)c2ccccc2NC(=O)c2ccco2)c2ccccc2N1,0.012,-30,-21[20 µM],-0.5,-2,0,1,-23,-5
CCOc1ccc(S(=O)(=O)N2CCc3cc(OC)c(OC)cc3C2)cc1,1.1,-9,-4,-1.1,11,-3,1,4,4
O=C(CSc1nnc(-c2ccccn2)n1Cc1ccco1)c1ccc(Cl)cc1,/,-15,-7,0.1,16,-1,-1,3,-6
COc1cc(N)ccc1Cc1ccc(N)cc1OC,/,-14,-26,1.1,15,-2,-3,8,6
Cc1ccc(C(=O)COc2ccccc2C(=O)Nc2ccccc2)cc1,/,-6,-2[20 µM],0.1,5,0,-3,-6,0
Cc1ccc(NC(=S)NNC(=O)C2CC2c2ccc(C)cc2)cc1 (centres undefined),-0.81,-89,-14[20 µM],0.3,8,-2,-7,6,-2
CC(C)(C)c1cc(=O)[nH]c(SCc2ccccc2Cl)n1,0.41,5,-3,-0.5,10,-2,-5,6,-4
CCN(CC(=O)Nc1ccc2c(c1)OCCO2)c1ccc(S(=O)(=O)N2CCOCC2)cn1,0.028,-15,-20,-0.4,29,6,3,16,1
Cc1ccc(Cn2nnc3c(=O)n(CC(=O)NCc4ccc5c(c4)OCO5)cnc32)cc1,-1.8,21,-14[20 µM],0.1,16,-2,2,6,0
Nc1nc2c3ccccc3nc(Cc3ccccc3)n2n1,0.33,-24,-11[20 µM],-0.4,17,-2,-5,-2,-10

# Taken from above:
# Entry for Cc1ccc(NC(=S)NNC(=O)C2CC2c2ccc(C)cc2)cc1 (centres undefined) in FXIIa inh: 8
# Entry for COc1cc(CNCCN(C)C)c(Br)cc1OCC(=O)NCc1ccccc1 in FXIIa inh: 13

# Some of the entries above in another layout:
# Sequence of screens: Cl transport mod	KLK5 inh	Furin inhibitor	PERK inh	FXIIa inh	Wee1 degr inh	p97 ATPase inh	FXIa inh 1536	thrombin 1536
> O=C(CN(C(=O)c1ccc(Cl)cc1Cl)N1C(=O)C2C3C=CC(C3)C2C1=O)c1ccc(F)cc1 (centres undefined)
    -0.036	/	-8[20 µM]	-1.6	/	-1	-4	/	/
> Cc1ccc(C)c(C(=O)Nc2cc(C)nn2-c2nc(C)cc(C)n2)c1
    -0.99	-1	-17	1.1	4	-3	3	-4	-7
> OCCN(Cc1nc(-c2ccc3c(c2)OCO3)no1)Cc1cccs1
    /	/	-18	2.3	5	1	-3	0	2
> CC(C)CC(=O)NC(=S)Nc1ccc(N2CCN(C(=O)c3cccs3)CC2)cc1
    0.4	1	-4	-2.3	18	0	0	4	2
> O=C(Nc1ccccc1Cl)C1C2CCC3C(CCC21)C3(Cl)Cl (centres undefined)
    1.6	-7	6	-0.1	11	0	-4	6	-1
> CCOC(=O)N/N=C(C)/C=C/c1ccccc1
    -0.13	-6	-15	0.4	14	1	0	7	-8

# In a second layout: two of the compounds above
# Each structure is followed by: Cl transport mod	KLK5 inh	Furin inhibitor	PERK inh	FXIIa inh	Wee1 degr inh	p97 ATPase inh	FXIa inh 1536	thrombin 1536
- CCOC(=O)c1cnc(SCC(=O)Nc2sc(C)c(C)c2C#N)nc1N
 : 0.64	12	-16	0.8	13	5	1	2	-3
- Cc1ccc(C)c(C(=O)Nc2cc(C)nn2-c2nc(C)cc(C)n2)c1
 : -0.99	-1	-17	1.1	4	-3	3	-4	-7

# Further compounds
SMILES,Cl transport mod,KLK5 inh,Furin inhibitor,PERK inh,FXIIa inh,Wee1 degr inh,p97 ATPase inh,FXIa inh 1536,thrombin 1536
CCC(CC)C(=O)N1c2ccc(F)cc2CCC1C (centres undefined),-0.24,11,-31,1.8,5,-3,3,-3,-2
CCOC(=O)c1ccc(-n2c(CN3CCOCC3)nc3ccc([N+](=O)[O-])cc3c2=O)cc1,-0.13,-2,-16,0.4,6,1,4,1,-2
Cc1ccc(NC(=O)CN2CCC(C(N)=O)CC2)cc1[N+](=O)[O-],-0.019,3,-25,-0.6,/,-1,2,11,-4
CC(=O)c1cnc2c(-c3ccccc3)c(C(F)(F)F)nn2c1C,-0.071,-1,-21,0.8,8,-2,7,4,4
C/C(=N\N1CCN(Cc2ccccc2Cl)CC1)c1ccc([N+](=O)[O-])cc1,0.68,4,-22,1.4,32,-3,-7,6,8
Fc1cccc(Cl)c1-c1nnc2ccc3ccccc3n12,-1.9,-6,-10,0.3,-1,-3,-4,-12,-12
Cc1ccccc1CNc1nc(N)n(-c2ccccc2)n1,/,-24,-11,0.0,11,-1,2,6,-5
